# MBNL1-CUG inh = MBNL1-poly(CUG) RNA binding inhibition. AID 2675. 280,000 tested, 0.036% active. Potency, µM (series often up to 57.5 µM), for inactives: top-dose activity change, negative = inhibition, usual class: inhibitors. Q9NR56. TR-FRET MBNL1-His/biotin-(CUG)12 binding, 665/545 ratio; active means well fitted inhibition curve with a large enough effect in the signal ratio, with a control signal flat, not every such curve was filed as active; inconclusive means small, poorly fitted or top-dose-only effect, or effect the other way, or a change in a side signal; inactive means no such curve, though single readings can be large or run the other way; the % refers to the signal ratio; further: potency means the concentration at half of the fitted maximal effect; on the % scale 0 is the no-effect control and ±100 the full control effect
#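 His-tagged MBNL1 binding to biotinylated (CUG)12 RNA was measured by TR-FRET using terbium anti-His antibody (0.055 ng/ul final) and streptavidin-XL665 (5 nM final). Compounds were titrated 92 nM to 58 uM; 60 min at room temperature.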
# USP2a block = blocks human ubiquitin-specific protease USP2a; O75604; USP2 core, Ub-CHOP2 coupled fluorogenic reporter, 485/531; Potency, µM (top dose mostly 38.3 µM), for the others: at the top dose activity change, negative = inhibition, actives largely listed as inhibitors; 330,000 tested, 0.01% active; AID 463254;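 further: potency means the concentration at half of the fitted maximal effect; plate controls were DMSO wells for no effect and full inhibition by NEM control for full effect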
#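 Cell-free coupled assay: 10nM USP2 core preincubated 30min RT with compound in Tris-HCl pH 8.0/CaCl2/CHAPS buffer, then 25nM Ub-CHOP2 and 25nM reporter substrate; fluorescence (Ex 485/Em 531) read after 60min RT, normalized to NEM inhibition, concentration-response curves fitted.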
# TSHR antagonist = blocks TSH signaling through the human TSH receptor. 330,000 tested, 0.2% active. activity change, negative = inhibition, % at 11.5 µM. P16473. TSHR-expressing cells, TSH-stimulated cAMP HTRF, 2 h; stronger effect = lower value. AID 504810;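 active means activity change below a set negative limit, meaning inhibition stronger than a set level, cut at about -70% in these data; inconclusive means activity change between two set negative limits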; further: on the % scale 0 is the no-effect control and ±100 the full control effect
#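 TSHR-expressing cells, 200/well, pre-treated with compound, then stimulated with EC80 TSH (4nM final) for 2 hours at 37 deg C. cAMP measured by competitive HTRF: anti-cAMP cryptate antibody in lysis buffer plus cAMP-d2, read after 30 minutes at room temperature.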
# BCR signal inh = blocks chronic active B-cell receptor signaling; Potency, µM (titrated, usually from 46.1 µM), for the others: top-dose ratio change, negative = lower green/red ratio, actives largely listed as inhibitors; 340,000 tested, 0.05% active; ABC-DLBCL IkBa-CBG/CBR reporter, luminescence ratio, 4 h; active means well fitted inhibition curve with a large enough effect in the signal ratio, with a control signal flat, not every such curve was filed as active; inconclusive means small, poorly fitted or top-dose-only effect, or effect the other way, or a change in a side signal; the % refers to the signal ratio;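 further: potency means the concentration at half of the fitted maximal effect; plate controls were basal doxycycline-induced cells for no effect and cells given 10 µM MG132 for full effect; MG132 reads +100%, hits lower the ratio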
#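 Doxycycline induced both beetle luciferases in TMD8 lymphoma cells; IKK-driven degradation limits the IkappaBalpha-fused green signal, while red luminescence normalises for cell number and nonspecific effects. Compounds tested up to 46 uM, 4 hrs.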
# Eya2 phos inh = inhibitors of human Eya2 phosphatase activity; O00167; recombinant Eya2, OMFP fluorescence dephosphorylation (OMFP is methylfluorescein phosphate); Potency, µM (top dose mostly 76.9 µM), for the others: top-dose activity, negative = inhibition, usual class: inhibitors; 330,000 tested, 0.006% active; further: potency means the concentration at half of the fitted maximal effect; on the % scale 0 is the no-effect control and ±100 the full control effect
#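 Eya2 (0.2 uM) preincubated 10 min at ambient with compound, then OMFP substrate added at 50 uM; 10 min reaction in 50 mM HEPES pH 7.5, 50 mM NaCl, 5 uM MgCl2, 0.05% BSA, 1 mM DTT. Fluorescence read at Ex 485/Em 525 nm.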
# KCNH2 WT inh = KCNH2 (human, wildtype) channel inhibition; Q12809; AID 720551; activity change, % at 1.84 µM; 340,000 tested, 0.37% active; U2OS, BacMam KCNH2, thallium flux FluxOr; stronger effect = lower value;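 active means maximum activity change below -70%; inconclusive means maximum activity change between -70% and -50%; inactive means maximum activity change above -50%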; further: on the % scale 0 is the no-effect control and ±100 the full control effect
#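 U2OS cells were transduced with wild-type KCNH2 virus (2.03 x 10^8 / mL) for 4 h at room temperature, then cultured overnight at 37 C. Thallium flux was read with FluxOr dye. Rate constants were normalized to DMSO controls.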
# GALK inhibitor = blocks human galactokinase activity | 270,000 tested, 0.007% active | Purified GALK, Kinase-Glo residual ATP luminescence | Potency, µM (series often up to 57.5 µM), for the others: at the top dose activity change, negative = inhibition, most hits filed as inhibitors; further: potency means the concentration at half of the fitted maximal effect; on the % scale 0 is the no-effect control and ±100 the full control effect
#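 Compounds were pin-transferred into ATP buffer (35 uM final), then GALK plus galactose (5 nM, 100 uM final) was added. After 1 h at room temperature, Kinase-Glo Plus was added and luminescence read after 10 min.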
# S-ASM inh = human S-ASM enzyme inhibition | P17405 | placental ASM, HMU-PC fluorogenic substrate, 60 min | Potency, µM (top dose mostly 57.5 µM), without a hit: top-dose activity change, negative = inhibition, actives largely listed as inhibitors | 340,000 tested, 0.006% active; further: potency means the concentration at half of the fitted maximal effect
# Target sequence (P17405 47-631 limits assumed): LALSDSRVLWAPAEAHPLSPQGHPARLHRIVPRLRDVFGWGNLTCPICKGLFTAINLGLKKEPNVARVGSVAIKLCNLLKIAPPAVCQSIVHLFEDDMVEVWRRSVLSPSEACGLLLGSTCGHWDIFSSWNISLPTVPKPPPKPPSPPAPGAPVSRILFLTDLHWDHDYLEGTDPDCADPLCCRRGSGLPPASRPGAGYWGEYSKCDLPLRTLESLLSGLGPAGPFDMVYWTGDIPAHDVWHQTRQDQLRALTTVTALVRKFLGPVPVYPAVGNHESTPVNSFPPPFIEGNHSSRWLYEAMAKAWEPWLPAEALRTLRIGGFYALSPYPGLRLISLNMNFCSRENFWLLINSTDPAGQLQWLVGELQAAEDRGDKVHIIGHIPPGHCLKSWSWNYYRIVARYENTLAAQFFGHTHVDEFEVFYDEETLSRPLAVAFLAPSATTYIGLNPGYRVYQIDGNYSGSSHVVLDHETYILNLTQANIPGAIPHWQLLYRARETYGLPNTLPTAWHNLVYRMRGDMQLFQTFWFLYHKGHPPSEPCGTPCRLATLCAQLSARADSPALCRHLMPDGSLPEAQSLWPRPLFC
#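 qHTS format. ASM enzyme prepared from human placenta hydrolyses the fluorogenic substrate HMU-PC0 (9 uM final) over 60 min at 37 °C after a 10 min compound preincubation.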
# Menin MLL FP TR = inhibitors of human menin-MLL interaction, mutant MLL peptide. O00255. Menin + Texas Red MLL mutant peptide, fluorescence polarization. Potency, µM (doses to about 61.6 µM), for the others: top-dose FP activity change, negative = inhibition, actives largely listed as inhibitors. 270,000 tested, 0.23% active. AID 1768; active means well fitted inhibition curve with a large enough effect in the polarisation, with a control signal flat, not every such curve was filed as active; inconclusive means small, poorly fitted or top-dose-only effect, or effect the other way, or a change in a side signal; inactive means no such curve, though single readings can be large or run the other way; the % refers to the polarisation; further: potency means the concentration at half of the fitted maximal effect; % of control where 0% means no effect; many of its hits are not listed in these tables
# Mito fusion yeast = inhibitors of mitochondrial division or activators of mitochondrial fusion | S. cerevisiae fusion-defective mutant growth rescue, CellTiterGlo 48 h | Potency, µM (titrated, usually from 46.1 µM), without a hit: at the highest dose growth rescue (activation), usual class: activators | 320,000 tested, 0.23% active | AID 485298;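 further: potency means the concentration at half of the fitted maximal effect; % of control where 0% means no effect; nearly all actives have a fitted effect of over 45% in size; temperature-sensitive fusion mutants such as fzo1-1 at 37 °C on non-fermentable ethanol glycerol medium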
#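 Yeast fusion mutant, YPEG (non-fermentable carbon), compound, 48 h at 37C non-permissive; CellTiterGlo added, 10 min RT, luminescence read. Rescued growth = division inhibition.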
# PKM2 activator = increases activity of human pyruvate kinase M2; P14618; Potency, µM (doses to about 57.5 µM), inactives show top-dose activation, hits mostly activators; 260,000 tested, 0.34% active; purified PKM2, Kinase-Glo ATP luminescence, activation; response scale: 0% is enzyme alone, no compound; further: potency means the concentration at half of the fitted maximal effect; on the % scale 0 is the no-effect control and ±100 the full control effect; nearly all actives have a fitted effect of over 55% in size
# Target sequence (P14618 whole entry, looked up): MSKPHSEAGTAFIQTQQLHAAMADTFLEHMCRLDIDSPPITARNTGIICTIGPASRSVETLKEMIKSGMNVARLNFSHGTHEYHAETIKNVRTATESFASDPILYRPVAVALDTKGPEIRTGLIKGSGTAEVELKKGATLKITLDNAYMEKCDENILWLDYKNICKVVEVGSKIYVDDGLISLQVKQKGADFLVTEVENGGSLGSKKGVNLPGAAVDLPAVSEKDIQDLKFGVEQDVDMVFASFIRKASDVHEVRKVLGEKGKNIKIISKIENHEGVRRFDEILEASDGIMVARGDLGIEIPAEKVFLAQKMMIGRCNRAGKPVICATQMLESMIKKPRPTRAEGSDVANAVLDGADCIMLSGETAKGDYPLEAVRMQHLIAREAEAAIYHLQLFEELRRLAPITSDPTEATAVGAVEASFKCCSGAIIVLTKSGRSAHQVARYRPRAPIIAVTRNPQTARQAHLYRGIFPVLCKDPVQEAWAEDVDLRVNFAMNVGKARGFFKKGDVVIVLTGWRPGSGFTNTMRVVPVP
#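 ATP formation by purified human PK-M2, quantified via coupled luciferase luminescence after 1 h at room temperature with 0.1 mM ADP and 0.5 mM PEP final.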
# * marks the source's active call; other numbers are inactive results; ? = inconclusive; nt = not tested or not shown; [ ] = another dose, or the depositor's remark. Unless noted, the call rests on the fitted dose curve; in most records, active means well fitted curve in the direction sought with a large enough effect; inconclusive means small, poorly fitted or top-dose-only effect, or another doubt; inactive means no such curve, though single readings can be large; an effect the other way counts as inactive or inconclusive. The list is partial; rates above refer to the full screens.
SMILES | MBNL1-CUG inh | USP2a block | TSHR antagonist | BCR signal inh | Eya2 phos inh | KCNH2 WT inh | GALK inhibitor | S-ASM inh | Menin MLL FP TR | Mito fusion yeast | PKM2 activator
CC(C)C[C@@]12C(=O)N(c3cccc(F)c3)C(=O)N1[C@H](c1ccc(Cl)cc1)[C@@H]1C(=O)N(C3CCCCC3)C(=O)[C@@H]12 | nt | -1% | -11 | 0% | 19% | nt | nt | 0% | nt | 7% | nt
Clc1ccc(OCc2nnc3n2N=C(c2ccc4c(c2)OCCO4)CS3)c(Cl)c1 | 3% | 1% | -12 | ? | 6% | -4 | 0% | -23% | 4% | -7% | 5%
CCC1C/C(=C\c2cccnc2)C(=O)/C(=C/c2cccnc2)C1 (configuration not stated) | nt | 2% | -14 | -10% | -16% | 2 | -2% | -1% | -13% | -2% | 1%
c1ccc(C(c2nnnn2C2CCCC2)N2CCN(c3nc4ccccc4s3)CC2)cc1 (configuration not stated) | 4% | 2% | 22 | 0% | 6% | -11 | -2% | -7% | -1% | -4% | 6%
Cc1ccc(O)c(NC(=O)C2=CC(c3ccco3)=NS(=O)(=O)N2C)c1 | ? | 4% | 9 | 0% | 6% | -7 | nt | -3% | 15% | 2% | -13%
Cc1ccc(C)c(S(=O)(=O)Nc2ccc(C(=O)NCC(c3ccco3)N(C)C)cc2)c1 (configuration not stated) | nt | 1% | 2 | -5% | ? | 2 | nt | 1% | nt | -1% | nt
COC(=O)Cc1ccc(NC(=S)NCCC(C)C)cc1 | -4%[11.5 µM] | 0% | 0 | 0% | -6% | -5 | nt | 0% | 13% | -31%[inhibitor] | 0%
COc1cccc(-c2csc(N3CCN(C(=S)Nc4cccc(C)c4)CC3)n2)c1 | 7% | -9% | -5 | 0% | -3% | 5 | 0% | -1% | -11% | 5% | 0%
O=C1NC(=O)C(c2ccc(Cl)cc2)N1 (configuration not stated) | 2% | 1% | -5 | 0% | -2% | 1 | 0% | 6% | -14% | -3% | 1%
CC(=O)NC(Cc1cc(C)ccc1C)C(=O)N1CCN(C(=O)c2ccc(Br)cc2)CC1 (configuration not stated) | 1% | 6% | 16 | -2% | 4% | -3 | 3% | 2% | -8% | 1% | 0%
Oc1ccc(/C=N/N=C/c2ccc(O)cc2)cc1 | 8% | 3% | 4 | ? | 0% | -18 | -2% | 95%[activator] | 28% | -11% | -2%
COc1ccccc1CNC(=O)c1cc(C)nn1-c1ccccc1 | -7% | 0% | -4 | ? | 0% | -1 | -1% | 1% | nt | 2% | 1%
CCN(CC)CCN(C)C(=O)c1ccc(OC2CCN(C(=O)C3CC3)CC2)cc1 | -3% | 2% | -15 | ? | -3% | 25 | 0% | 5% | -6% | 1% | 2%
CCC(C)C(Nc1ccc(C(=O)OC)cc1[N+](=O)[O-])C(=O)OC (configuration not stated) | ? | 4% | -2 | -4% | 2% | 28 | 0% | -10% | -1% | 18% | -7%
Cc1cccc(NS(=O)(=O)c2cc(C(=O)NCCC3=CCCCC3)ccc2Cl)c1 | 6% | 1% | -8 | ? | 9% | -17 | -3% | -12% | 22% | 15% | 3%
COc1ccc(OC)c(-n2nnnc2SCC(=O)Nc2ccccc2OC)c1 | -11% | -2% | 39 | -17% | -13% | -3 | -5% | -3% | -14% | 5% | 1%
O=C(O)CC(SCC(=O)NC1CCCc2ccccc21)C(=O)O (configuration not stated) | -6% | 1% | 3 | 5% | 4% | -28 | -2% | 3% | nt | 8% | 0%
COc1ccc2c(c1)Sc1ccccc1N2CCN(C)C | -2% | 1% | -12 | -5% | -31% | 16 | 2% | -2% | 1% | -8% | -6%
CCSC(C)CC1C/C(=N/O)c2c(CC)noc2C1 (configuration not stated) | -3% | -2% | -27 | ? | 6% | 10 | 1% | -4% | 13% | 17% | 11%
COc1ccc(C)cc1NCc1cccc(OC)c1OC | -5% | -1% | -4 | 0% | 9% | -12 | 1% | 0% | -23% | 4% | 5%
Cc1ccc(N2C(=O)C3C4C=CC(CC4)C3C2=O)c([N+](=O)[O-])c1 (configuration not stated) | 14% | 5% | 13 | 6% | -22% | -6 | -5% | -2% | 9% | -3% | nt
CSc1nnc(SCC#N)s1 | -1% | -1% | 4 | -5% | -27% | 0 | nt | 11% | nt | -4% | 15%
CC1(C)C2CCC1(CS(=O)(=O)N1CCC(C(N)=O)CC1)C(=O)C2 (configuration not stated) | -1% | 0% | 24 | 3% | -1% | -4 | -6% | 1% | nt | -1% | 1%
CC(Cc1cccnc1)NC(=O)c1cc(COc2ccc(F)cc2Cl)on1 (configuration not stated) | -9% | -6% | -14 | ? | -1% | 8 | -8% | -1% | nt | -1% | -6%
CCOC(=O)C1(CCc2ccccc2)CCN(Cc2ccc(OC)cc2)CC1 | -17% | 7% | -7 | 1% | 10% | -136* | 1% | 7% | ? | -2% | 4%
Cc1ccc(C(=O)Nc2ccc(Cl)cc2C(F)(F)F)c(Cl)c1 | -17% | 0% | -11 | 8% | 0% | -1 | 1% | -1% | 18% | 4% | 1%
Cc1ccc(-c2nc(NC(=O)CSc3nnc4scc(-c5ccccc5)n34)ns2)cc1 | -9% | 3% | -2 | -5% | -2% | -4 | 2% | -1% | nt | -4% | -5%
CCSc1nc(C2CC2)cc(-c2ccco2)c1C#N | -3% | 3% | -8 | 0% | -5% | -13 | 0% | -1% | nt | 1% | 0%
O=C(N=C1SC2CS(=O)(=O)CC2N1Cc1ccccc1Cl)C1CCCO1 (configuration not stated) | 3% | -5% | 1 | 6% | -2% | -6 | -1% | 0% | 2% | -5% | nt
Cn1cnc(S(=O)(=O)Nc2ccc(OC(F)F)cc2)c1 | -2% | 12% | 1 | 2% | -26% | -5 | 0% | 3% | nt | -3% | 11%
CCCN(Cc1ccccc1)C(=O)Nc1ccc2c(c1)nnn2C | 2% | 0% | -2 | 4% | 10% | 6 | 0% | -1% | 16% | -2% | 26%
C[C@@H](C(=O)Nc1ccccc1N1CCOCC1)N1C(=O)C2CCCCC2C1=O (some centres not stated) | nt | 2% | -2 | 1% | -9% | 4 | nt | -2% | nt | nt | nt
COC(=O)Cc1[nH]nc2c1C(c1c[nH]c3ccccc13)C(C#N)=C(N)O2 (configuration not stated) | ? | 5% | -2 | ? | -1% | -4 | 3% | 0% | -5% | -4% | -4%
CSc1ccccc1-c1nnc(-c2ccc(Cl)cc2)o1 | 27% | 0% | -6 | -9% | 5% | 1 | -3% | -3% | -13% | 3% | 2%
Oc1cc(Br)ccc1C=Nc1ccc(N2CCCCC2)cc1 | 2% | 5% | -6 | -8% | 13% | 9 | 1% | 2% | ? | 10% | 4%
COc1ccc(OC)c(C(=O)CSc2nccc(-c3ccc(Br)cc3)n2)c1 | ? | 2% | -16 | 0% | -31% | -29 | 1% | 7% | -27% | 4% | -2%
COc1cc(OC)cc(-c2oc(=O)c3cc(OC)c(OC)cc3c2C#CCCO)c1 | nt | 5% | -4 | -3% | -1% | -7 | nt | 94% | nt | nt | nt

# Arranged by the number under Mito fusion yeast (lowest first): some entries from above.
smiles	MBNL1-CUG inh	TSHR antagonist	Eya2 phos inh	GALK inhibitor	S-ASM inh	Menin MLL FP TR	Mito fusion yeast	PKM2 activator
CCOC(=O)C1(CCc2ccccc2)CCN(Cc2ccc(OC)cc2)CC1	-17%	-7	10%	1%	7%	?	-2%	4%
CSc1ccccc1-c1nnc(-c2ccc(Cl)cc2)o1	27%	-6	5%	-3%	-3%	-13%	3%	2%
COc1ccc(OC)c(C(=O)CSc2nccc(-c3ccc(Br)cc3)n2)c1	?	-16	-31%	1%	7%	-27%	4%	-2%

# Screening data deposited in PubChem by National Center for Advancing Translational Sciences (NCATS).
